Screens from PubChem.
ASM inhibitor = Inhibitors of Secretory Acid Sphingomyelinase (S-ASM): qHTS. Sphingomyelin phosphodiesterase (Homo sapiens), P17405. placental ASM, HMU-PC fluorogenic substrate, 60 min. Potency, µM (top dose mostly 57.5 µM), for inactives: top-dose activity change, negative = inhibition, actives largely listed as inhibitors. 340,000 tested, 0.006% active. AID 504937, 2011; further: potency means the concentration at half of the fitted maximal effect
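qHTS format. ASM enzyme prepared from human placenta hydrolyses the fluorogenic substrate HMU-PC0 (9 uM final) over 60 min at 37 °C after a 10 min compound preincubation.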
B2AR arrestin = qHTS assay of beta-arrestin-biased ligands of beta2-adrenergic receptor | Beta-2 adrenergic receptor (Homo sapiens), P07550 | beta-arrestin recruitment to beta2AR, cell-based reporter | Potency, µM (highest dose often 46.1 µM), for inactives: top-dose activation, hits mostly activators | 330,000 tested, 0.02% active | AID 492947, 2010;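 further: potency means the concentration at half of the fitted maximal effect; 0% = DMSO controls and full agonism = EC100 isoproterenol or metaproterenol; nearly all actives have a fitted effect of over 65% in size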
Target sequence (P07550 whole entry, looked up): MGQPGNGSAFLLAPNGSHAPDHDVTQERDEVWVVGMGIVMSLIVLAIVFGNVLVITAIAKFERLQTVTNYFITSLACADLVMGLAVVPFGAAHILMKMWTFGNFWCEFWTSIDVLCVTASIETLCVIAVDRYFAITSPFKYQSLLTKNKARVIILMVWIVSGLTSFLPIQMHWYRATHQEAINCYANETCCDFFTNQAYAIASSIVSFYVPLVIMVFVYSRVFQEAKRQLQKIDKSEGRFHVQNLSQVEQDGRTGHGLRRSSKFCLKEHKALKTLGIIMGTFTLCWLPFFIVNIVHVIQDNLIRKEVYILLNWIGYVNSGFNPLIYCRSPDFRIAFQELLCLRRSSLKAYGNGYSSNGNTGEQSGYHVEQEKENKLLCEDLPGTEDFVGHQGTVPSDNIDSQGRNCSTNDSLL
Giardia kill = Small Molecules that selectively kill Giardia lamblia: qHTS | AID 540267, 2011 | Giardia lamblia trophozoite viability | 340,000 tested, 0.15% active | activity change, % at 7.66 µM, hits read low; in the data active means activity change below about -80%; inconclusive means between about -30% and that limit;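 further: parasites exposed to compound for two days anaerobically before the ATP read; on the % scale 0 is the no-effect control and ±100 the full control effect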
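Killing of trophozoites was scored by loss of ATP luminescence after a 48 hrs anaerobic exposure to compounds at 37 deg C, using 100 cells per well.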
GALK inhibitor = qHTS Assay for Inhibitors of Human Galactokinase (GALK). Potency, µM (highest dose often 57.5 µM), for the others: top-dose activity change, negative = inhibition, actives largely listed as inhibitors. 270,000 tested, 0.007% active. Purified GALK, Kinase-Glo residual ATP luminescence. P51570; further: potency means the concentration at half of the fitted maximal effect; on the % scale 0 is the no-effect control and ±100 the full control effect
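Quantitative HTS: GALK 5 nM, ATP 35 uM, galactose 100 uM, 1 h room temperature, then luciferase-based ATP detection.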
Tb PFK block = qHTS Assay to Find Inhibitors of T. brucei phosphofructokinase; 330,000 tested, 0.17% active; AID 485367, 2010; T. brucei PFK, ADP-Glo luminescence; Potency, µM (doses to about 57.5 µM), inactives show at the highest dose activity, negative = inhibition, usual class: inhibitors;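 further: potency means the concentration at half of the fitted maximal effect; 0% = uninhibited 1x PFK enzyme wells and -100% = no-enzyme wells; nearly all actives have a fitted effect of over 60% in size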
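In TEA buffer at pH 8.0 with 5 mM MgCl2, enzyme (1.25 nM) converted F6P (0.5 mM) and ATP (0.1 mM) for 45 min at room temperature. ADP product was read by luciferase luminescence.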
Integrin act MD = qHTS for Activators of Integrin-Mediated Alleviation for Muscular Dystrophy; alpha7betagal myoblasts, beta-gal FDG fluorescence, 48 h; Potency, µM (titrated, usually from 38.3 µM), without a hit: top-dose activation, most hits filed as activators; 350,000 tested, 0.064% active;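 further: potency means the concentration at half of the fitted maximal effect; 100% = response of the positive control SU9516; nearly all actives have a fitted effect of over 60% in size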
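Alpha7betagal+/- myoblasts (passage 13) were plated 16-24 hr, then exposed to compounds (1:260 dilution of DMSO stock) for 48 hours at 37C. After MPER lysis, β-galactosidase reporter activity was read as FDG fluorescence (ex 480/em 540) after 30 minutes.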
BCR signal inh = qHTS Assay to Find Inhibitors of Chronic Active B-Cell Receptor Signaling; ABC-DLBCL IkBa-CBG/CBR reporter, luminescence ratio, 4 h; Potency, µM (highest dose often 46.1 µM), without a hit: top-dose ratio change, negative = lower green/red ratio, most hits filed as inhibitors; 340,000 tested, 0.05% active; active means well fitted inhibition curve with a large enough effect in the signal ratio, with a control signal flat, not every such curve was filed as active; inconclusive means small, poorly fitted or top-dose-only effect, or effect the other way, or a change in a side signal; the % refers to the signal ratio;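 further: potency means the concentration at half of the fitted maximal effect; plate controls were basal doxycycline-induced cells for no effect and cells given 10 µM MG132 for full effect; MG132 reads +100%, hits lower the ratio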
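Concentration-response series (up to 46 uM) were applied to TMD8 dual-reporter cells for 4 h at 37C with doxycycline. Green/red ratio, after filter-overlap correction, defined %Activity; red signal alone was normalised to basal cells and zero luminescence.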
PKM2 activator = qHTS Assay for Activators of Human Muscle isoform 2 Pyruvate Kinase; Pyruvate kinase PKM (Homo sapiens), P14618; purified PKM2, Kinase-Glo ATP luminescence, activation; response scale: 0% is enzyme alone, no compound; Potency, µM (doses to about 57.5 µM), for inactives: at the top dose activation, actives largely listed as activators; 260,000 tested, 0.34% active; AID 1631, 2009; further: potency means the concentration at half of the fitted maximal effect; on the % scale 0 is the no-effect control and ±100 the full control effect; nearly all actives have a fitted effect of over 55% in size
Target sequence (P14618 whole entry, looked up, canonical isoform): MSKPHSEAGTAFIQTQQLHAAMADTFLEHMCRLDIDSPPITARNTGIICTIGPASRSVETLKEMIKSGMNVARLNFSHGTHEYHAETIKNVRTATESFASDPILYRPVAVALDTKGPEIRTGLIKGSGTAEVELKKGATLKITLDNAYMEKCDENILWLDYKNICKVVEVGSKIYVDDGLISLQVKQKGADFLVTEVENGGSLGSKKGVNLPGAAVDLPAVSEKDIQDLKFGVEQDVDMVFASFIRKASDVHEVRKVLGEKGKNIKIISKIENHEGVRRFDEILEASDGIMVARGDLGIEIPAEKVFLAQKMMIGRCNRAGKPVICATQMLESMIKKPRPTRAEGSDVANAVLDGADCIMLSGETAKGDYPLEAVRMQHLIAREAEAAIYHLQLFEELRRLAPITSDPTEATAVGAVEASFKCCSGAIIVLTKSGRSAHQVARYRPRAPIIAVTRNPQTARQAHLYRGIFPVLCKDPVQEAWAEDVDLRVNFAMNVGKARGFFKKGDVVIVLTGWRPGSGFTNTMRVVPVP
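Purified hPK-M2 (>95%) run at intermediate activity with 0.1 mM ADP and 0.5 mM PEP in 50 mM imidazole pH 7.2, KCl, MgCl2; 1 h room temperature. ATP formed read by Kinase-Glo luminescence; normalized to uninhibited and no-enzyme controls.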
Menin MLL FP TR = qHTS Assay for Inhibitors Targeting the Menin-MLL Interaction in MLL Related Leukemias: Competition With Texas Red Labeled MLL-derived Mutant Peptide | O00255 | Menin + Texas Red MLL mutant peptide, fluorescence polarization | Potency, µM (highest dose often 61.6 µM), without a hit: at the highest dose FP activity change, negative = inhibition, actives largely listed as inhibitors | 270,000 tested, 0.23% active; active means well fitted inhibition curve with a large enough effect in the polarisation, with a control signal flat, not every such curve was filed as active; inconclusive means small, poorly fitted or top-dose-only effect, or effect the other way, or a change in a side signal; inactive means no such curve, though single readings can be large or run the other way; the % refers to the polarisation; further: potency means the concentration at half of the fitted maximal effect; % of control where 0% means no effect; many of its hits are not listed in these tables
Coupling enz = qHTS Assay for Inhibitors of Fructose-1,6-bisphosphate Aldolase from Giardia Lamblia: Coupling assay counterscreen. coupling enzyme system counterscreen, AmpLite Red fluorescence. 290,000 tested, 0.67% active. activity change, negative = inhibition, % at 58.2 µM, hits read low; in the data active means activity change below about -30%; further: on the % scale 0 is the no-effect control and ±100 the full control effect
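Coupling enzymes only (glyceraldehyde-3-phosphate) + compound, at 57.5 uM final, 10 min RT; add substrate/coupling/AmpLite Red mix, 20 min RT; fluorescence ex 525/em 598 nm. Actives flag coupling-system interference.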
PTAP TSG101 blk = qHTS Assay for Iinhibitors of HIV-1 Budding by Blocking the Interaction of PTAP/TSG101; Fluorescence polarization, FITC-PTAP peptide / Tsg101 binding; AID 493005, 2010; Tumor susceptibility gene 101 protein (Homo sapiens), Q99816; 340,000 tested, under 10 active; Potency, µM (series often up to 115 µM), inactives show at the top dose activity change, negative = inhibition, most hits filed as inhibitors; active means well fitted inhibition curve with a large enough effect in the main read-out, with a control signal flat, not every such curve was filed as active; inconclusive means small, poorly fitted or top-dose-only effect, or effect the other way, or a change in a side signal; inactive means no such curve, though single readings can be large or run the other way; further: potency means the concentration at half of the fitted maximal effect; % of control where 0% means no effect
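Compounds were pin-transferred onto Tsg101 binding domain (10 uM final) in HEPES pH 7.5 buffer, then FITC-PTAP peptide was added at 50 nM final. After 20 min at RT, polarization reported peptide displacement across a qHTS concentration series.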
The depositor's hits bear a star; ? = inconclusive; . = not tested or not shown; [ ] = another dose, or the depositor's remark. Unless noted, the call rests on the fitted dose curve; in most records, active means well fitted curve in the direction sought with a large enough effect; inconclusive means small, poorly fitted or top-dose-only effect, or another doubt; inactive means no such curve, though single readings can be large; an effect the other way counts as inactive or inconclusive. Not all compounds are listed, so the mix of outcomes need not match the whole.

1	COc1ccc(S(=O)(=O)Nc2ccc(C(N)=O)cc2)cc1C(=O)N1CCCCCC1
2	COc1ccc(N(CC(=O)NCc2cccs2)S(=O)(=O)c2cccnc2)cc1
3	O=C(CCSCc1cccc(F)c1)NCc1ccc(F)cc1
4	COc1ccc(CNC(=O)COC(=O)c2ccc(OCC3CCCO3)cc2)cc1 (centres undefined)
5	O=[N+]([O-])c1ccccc1/C=N/n1c(COc2ccccc2)n[nH]c1=S
6	CCOCC(=O)Nc1ccc(-c2cn3cccnc3n2)cc1
Screen / compound no.	1	2	3	4	5	6
ASM inhibitor	-16%	1%	1%	1%	-2%	.
B2AR arrestin	0.1%	-0.4%	-0.1%	-1.1%	-0.6%	-0.1%
Giardia kill	10	-24	?	3	-9	3
GALK inhibitor	12%	0%	9%	.	-2%	-5%
Tb PFK block	-2%	-3%	-4%	-4%	1%	1%
Integrin act MD	16%	0%	8%	4%	10%	16%
BCR signal inh	1%	-4%	5%	0%	11%	1%
PKM2 activator	3%	-10%	.	.	8%	1%
Menin MLL FP TR	-4%	14%[11.7 µM]	20%	.	?	-19%
Coupling enz	3	2	0	.	.	3
PTAP TSG101 blk	-2%	-1%	-1%	-4%	-1%	-3%

7	CCOc1ccc(/C=N/NS(=O)(=O)c2ccc(C)cc2)cc1OC
8	O=C(CCn1c(=O)sc2ccccc21)NCc1ccco1
9	CC#CCN1c2ccccc2[C@]23C[C@@H](C(=O)OC)N(C(=O)c4ccc(Br)cc4)C2=NC(C(=O)OC)=C(C(=O)OC)[C@H]13
10	Cc1ccc(C(=O)NNC(=S)NC(=O)c2ccc(Cl)cc2)cc1
11	CCCCS(=O)(=O)N1CCC(C(=O)NCC2CCCO2)CC1 (centres undefined)
12	CCOC(=O)/C(N=Nc1ccc(C(=O)O)cc1[N+](=O)[O-])=C(\C)O
Screen / compound no.	7	8	9	10	11	12
ASM inhibitor	2%	3%	-5%	1%	3%	5%
B2AR arrestin	3.7%	0.5%	.	-0.5%	0.0%	0.1%
Giardia kill	18	2	13	26	-14	-11
GALK inhibitor	-1%	0%	.	-4%	3%	-2%
Tb PFK block	4%	-6%	.	-3%	0%	1%
Integrin act MD	?	2%	-17%	-14%	?	13%
BCR signal inh	-9%	0%	.	-6%	-1%	2%
PKM2 activator	-2%	2%	-10%[11.5 µM]	-5%	-1%	-9%
Menin MLL FP TR	12%	0%	-14%[11.7 µM]	.	0%	6%
Coupling enz	2	-2	1	8	-2	-1
PTAP TSG101 blk	1%	-5%	0%	-3%	1%	-2%

13	N#C/C(=C\c1ccc(N2CCOCC2)o1)C(=O)NC1CCCCC1
14	Fc1ccc(NC(=S)Nc2cccc3ccccc23)cc1F
15	Cc1ccnc(N2C(=O)OC(C)(C)C2(C)O)c1 (centres undefined)
16	C=CCn1c(=O)c2c3c(sc2n2c(Nc4ccc(OC)cc4)nnc12)CCCC3
17	CCOc1ccccc1NC(=O)COC(=O)c1ccc(S(=O)(=O)N2CCCC2)cc1
18	CCc1cc2c(=O)c(-c3nc4ccccc4n3C)coc2c(CN2CCCCC2C)c1O (centres undefined)
Screen / compound no.	13	14	15	16	17	18
ASM inhibitor	-15%	-2%	2%	-26%	0%	25%
B2AR arrestin	-1.1%	6.9%	-0.3%	-0.8%	-0.5%	-0.6%
Giardia kill	-8	4	14	6	-14	-5
GALK inhibitor	3%	6%	0%	0%	.	0%
Tb PFK block	-4%	-1%	-5%	-10%	-1%	0%
Integrin act MD	-15%	?	-2%	-14%	9%	11%
BCR signal inh	?	-3%	2%	?	-1%	0%
PKM2 activator	4%	0%	4%	?	.	.
Menin MLL FP TR	.	?	5%	-11%	.	8%
Coupling enz	-5	-2	5	7	.	1
PTAP TSG101 blk	?	-3%	0%	-5%	1%	-4%

19	CCOC(=O)c1c(CN2CCCCC2C)oc2ccc(OC)cc12 (centres undefined)
20	CCc1nc2ccccc2n1CCc1ccccc1
21	COc1cc(NC(=O)Cc2ccc([N+](=O)[O-])cc2)c(C(=O)O)cc1OC
22	Cc1cccc(NCC(=O)N/N=C\c2ccccn2)c1
23	COc1cccc(NCCC(=O)c2cccc([N+](=O)[O-])c2)c1
24	Cc1ccc(N(CCC#N)C(=O)CN2C(=O)NC(Cc3ccccc3)C2=O)cc1 (centres undefined)
Screen / compound no.	19	20	21	22	23	24
ASM inhibitor	3%	5%	7%	4%	-1%	1%
B2AR arrestin	-0.7%	0.1%	-0.5%	-0.1%	0.1%	-0.1%
Giardia kill	3	-1	-13	30	30[activator]	-14
GALK inhibitor	0%	0%	1%	5%	-2%	9%
Tb PFK block	-1%	-6%	-8%	-10%	-9%	-2%
Integrin act MD	-2%	2%	3%	?	-9%	-27%
BCR signal inh	0%	11%	-3%	5%	-15%	-1%
PKM2 activator	0%	-6%	6%	-7%	0%	-3%
Menin MLL FP TR	-17%	-15%	16%	9%	8%	-6%
Coupling enz	0	4	-7	0	-3	2
PTAP TSG101 blk	-2%	1%	0%	-4%	-4%	-3%

25	Cc1nnc(NC(=O)CCS(=O)(=O)c2ccccc2)s1
26	Cc1cc(C)cc(-n2c(=O)c3ccccc3n(CC(=O)NCC3CCCO3)c2=O)c1 (centres undefined)
27	Cc1ccc(NC(=S)NC(=O)C2CC2)cc1Cl
28	CC(C)CNC(=O)c1ccccc1SCC(=O)NC12CC3CC(CC(C3)C1)C2
29	CCc1c(C)sc(NC(=O)OC)c1C(=O)N1CCCCC1
30	COc1ccccc1NC(=O)C(C)OC(=O)c1ccc(-n2cnnn2)cc1 (centres undefined)
Screen / compound no.	25	26	27	28	29	30
ASM inhibitor	5%	-4%	-1%	3%	5%	-2%
B2AR arrestin	-0.5%	0.8%	?	-0.6%	-0.1%	-2.0%
Giardia kill	-10	11	21	-13	-29	-10
GALK inhibitor	-2%	-2%	-6%	0%	3%	.
Tb PFK block	0%	4%	0%	10%	1%	4%
Integrin act MD	0%	12%	3%	-20%	-6%	0%
BCR signal inh	11%	10%	?	2%	-1%	-6%
PKM2 activator	.	-3%	.	1%	3%	.
Menin MLL FP TR	1%	10%	.	6%	-6%	.
Coupling enz	-1	0	.	3	1	.
PTAP TSG101 blk	-4%	0%	-3%	-3%	-9%	-7%

31	O=C(Nc1ccc(-c2csc(Nc3ccccc3)n2)cc1)c1ccccc1
32	O=C(C[n+]1cc(Br)cc2ccccc21)c1ccc(Cl)cc1
33	O=C(c1ccccc1F)N1CCN(C(=O)C(c2ccccc2)c2ccccc2)CC1
34	COc1ccc(-c2cc(C(=O)N3CCN(c4ccccc4)CC3)no2)cc1OC
35	CCOCCN(C(=O)c1ccccc1Cl)c1cccc(C)c1C
Screen / compound no.	31	32	33	34	35
ASM inhibitor	-7%	-5%	5%	-8%	0%
B2AR arrestin	-0.6%	0.2%	0.1%	0.1%	0.5%
Giardia kill	16	-2	10	-11	?
GALK inhibitor	.	-3%	14%	-4%	-1%
Tb PFK block	2%	-3%	-3%	-1%	1%
Integrin act MD	3%	-61%[inhibitor]	-23%	-11%	-21%
BCR signal inh	9%	0%	4%	?	-1%
PKM2 activator	-3%	.	0%	-1%	-1%
Menin MLL FP TR	?	-5%	-3%	.	.
Coupling enz	-1	0	5	2	0
PTAP TSG101 blk	-1%	-9%	-5%	-3%	1%

A run of entries taken from the entries so far, as a working copy:
1	COc1ccc(S(=O)(=O)Nc2ccc(C(N)=O)cc2)cc1C(=O)N1CCCCCC1
2	COc1ccc(N(CC(=O)NCc2cccs2)S(=O)(=O)c2cccnc2)cc1
Screen / compound no.	1	2
ASM inhibitor	-16%	1%
B2AR arrestin	0.1%	-0.4%
Giardia kill	10	-24
GALK inhibitor	12%	0%
Tb PFK block	-2%	-3%
Integrin act MD	16%	0%
BCR signal inh	1%	-4%
PKM2 activator	3%	-10%
Menin MLL FP TR	-4%	14%[11.7 µM]
Coupling enz	3	2
PTAP TSG101 blk	-2%	-1%
